# EP2 modulator: modulates human prostaglandin E2 receptor EP2 signaling; P43116; EP2-expressing cells, cAMP HTRF FRET, PGE2 co-stimulation; induction, % at 25 µM; 0.83% of 260,000 active;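 active = compounds whose cAMP rise, as percent of the full-agonist control response, exceeds 60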;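 note: rat C6 glioma line stably carrying human EP2 under a CMV promoter; the protocol text gives 20 µM as final concentration; 100% = response of wells given 1 µM PGE2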
# Target sequence (P43116 whole entry, looked up): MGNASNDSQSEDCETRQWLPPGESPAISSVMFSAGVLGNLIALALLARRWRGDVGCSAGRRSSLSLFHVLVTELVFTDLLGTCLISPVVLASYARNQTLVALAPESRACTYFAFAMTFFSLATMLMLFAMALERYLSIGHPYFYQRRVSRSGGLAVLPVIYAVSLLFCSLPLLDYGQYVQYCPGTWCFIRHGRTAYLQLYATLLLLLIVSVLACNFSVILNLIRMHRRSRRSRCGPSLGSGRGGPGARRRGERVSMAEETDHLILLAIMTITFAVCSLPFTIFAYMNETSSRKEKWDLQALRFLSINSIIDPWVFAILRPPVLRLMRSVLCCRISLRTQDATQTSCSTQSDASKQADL
# EP2 antag: EP2 receptor (human) inhibition | P43116 | C6 glioma cells expressing human EP2, cAMP TR-FRET; cells stimulated with saturating PGE2 | inhibition, % at 25 µM | 0.52% of 260,000 active | AID 1422;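 active = percent inhibition above 40 after rounding to a whole number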;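 note: rat C6 glioma host cells with rolipram phosphodiesterase inhibitor present; the protocol text gives 20 µM as final concentration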
# Starred values were filed as active, the others as inactive; . = no result given. This is a subset; the hit share may differ from the screen's.
SMILES,EP2 modulator,EP2 antag
Cc1nc2c(c(=O)[nH]1)CN(C(=O)CC1c3ccccc3Oc3ccccc31)CC2,-28,.
COc1ccc(-c2c(C)nn3c(N4CCC(O)CC4)cc(C)nc23)cc1,-15,.
CCCn1c(=O)[nH]c2c(C(N)=O)nc(-c3ccc(Cl)cc3)nc21,8,.
CCn1c(=O)[nH]c2c(C(N)=O)nc(-c3cccc(F)c3)nc21,-17,.
COC(C(=O)N1CCC(O)(c2ccccn2)CC1)c1ccccc1 (configuration not stated),-17,.
O=C1COc2nc3ccccc3cc2CN1Cc1ccc2c(c1)OCO2,-137,.
NC(=O)c1nc(-c2cccnc2)nc2c1[nH]c(=O)n2Cc1ccccc1,-18,.
O=C(CN1CCC(O)(c2ccccn2)CC1)N(C1CCCCC1)C1CCCCC1,6,.
Cc1cc(-c2cnc(C)nc2C2CCCN(C(=O)Cc3cccs3)C2)on1 (configuration not stated),-17,.
Cc1ncc(-c2ccncc2)c(C2CCCN(C(=O)C3CCCO3)C2)n1 (configuration not stated),-20,.
O=C(N1CCc2c(nc(N3CCOCC3)[nH]c2=O)C1)C1(c2ccc(Cl)cc2)CC1,-36,.
CN1[C@@H](C(=O)Nc2cccnc2Cl)C[C@@H](c2ccc(F)cc2)NS1(=O)=O,-28,.
COc1ccc([C@@H]2C[C@H](C(=O)NCCN3CCOCC3)N(C)S(=O)(=O)N2)cc1OC,-7,.
COc1ccc(C2CCN(Cc3nnnn3C3CCCC3)CC2)cc1,-21,.
O=C(CN1CCC(O)(c2cccnc2)CC1)N1CCOCC1,-1,.
Cc1ccc2occ(CN3CCc4c(nc(N5CCC(C)CC5)[nH]c4=O)C3)c(=O)c2c1,-23,.
O=c1[nH]c(N2CCCC2)nc2c1CCN(CC1=Cc3ccccc3OC1)C2,-57,.
CCn1c2cc(C)oc2c2cnn(CC(=O)NCc3ccccn3)c(=O)c21,-16,.
O=C(CN1N=C(c2ccccc2)Cn2c(cc3sccc32)C1=O)NC1CCCC1,-28,.
CCn1cc(C(=O)N2CCC(c3nc(C)ncc3-c3ccncc3)CC2)c(C)n1,-28,.
Cc1cccnc1C1(O)CCN(C(=O)c2ccc3nsnc3c2)CC1,-56,.
Cc1ccc2oc(C(=O)N3C4CCC3CC(c3ccc(F)cc3)C4)cc(=O)c2c1 (configuration not stated),-66,.
CC(=O)N1CCN(c2cc(C)nc3c4c(C)cc(C)nc4nn23)CC1,3,.
CC(=O)Nc1ccc(NC(=O)CN2CCC(O)(c3ccccn3)CC2)cc1,-9,.
CC(C)[C@@H](Cn1nc(C2CC2)ccc1=O)NC(=O)C1(c2ccc(Cl)cc2)CCCC1,20,.

# Compounds above that contain an aryl methoxy group (3):
SMILES,EP2 modulator,EP2 antag
COc1ccc(-c2c(C)nn3c(N4CCC(O)CC4)cc(C)nc23)cc1,-15,.
COc1ccc([C@@H]2C[C@H](C(=O)NCCN3CCOCC3)N(C)S(=O)(=O)N2)cc1OC,-7,.
COc1ccc(C2CCN(Cc3nnnn3C3CCCC3)CC2)cc1,-21,.

# Continuation:
SMILES,EP2 modulator,EP2 antag
COc1ccc2c(c1)cc(C)c1nn(CC(=O)NCC3CC3)c(=O)n12,-5,.
Cc1cc2c(cc3c(=O)n(CC(=O)N(C)C4CCCCC4)nc(C)n32)s1,1,.
Cc1nn(CC(=O)Nc2ccccc2Cl)c(=O)c2cc3sccc3n12,-33,.
O=C(Cn1nc2c3ccccc3nc(C3CC3)n2c1=O)NC1CCCCC1,21,.
Cc1nn2c(N3CCCC(O)C3)c3c(nc2c1-c1cccs1)CCC3 (configuration not stated),-59,.
C=CCn1c2cc(C)sc2c2cnn(CC(=O)NCc3ccco3)c(=O)c21,-11,.
Cc1cc(C)n(CC(=O)N2CCCC(c3[nH]ncc3-c3ccncc3)C2)n1 (configuration not stated),4,.
O=C(NCCc1nc(-c2cccnc2)n[nH]1)c1cccc2cccnc12,-32,.
COc1ccc(C(=O)NC2(c3ccccc3)CCCC2)cc1Cn1cccn1,-10,.
COc1cccc(Cn2c3cc(C)sc3c3cn[nH]c(=O)c32)c1,-4,.
Cn1ccnc1C1(O)CCN(CC(=O)N2CCC(Cc3ccccc3)CC2)CC1,-38,.
Cc1nn(CC(=O)NCCCN2CCC(C)CC2)c(=O)c2cc3sccc3n12,-59,.
CC1CCCCC1NC(=O)Cn1nc2c3ccccc3nc(C3CC3)n2c1=O (configuration not stated),-14,.
O=C(CN1CCC2(CC1)Nc1ccccc1-n1cccc12)NCc1cccs1,-84,.
O=C(c1ccc2c(c1)OCO2)N1CCC(n2cnc3cccnc32)CC1,-17,.
Cc1nn(CC(=O)NCc2cccs2)c(=O)c2cc3sccc3n12,16,.
Cc1cc(C)n(CCC(=O)NC2(c3cccc(F)c3)CCCC2)n1,24,.
Cc1nn(CC(=O)Nc2ccccc2-c2ccccc2)c(=O)c2cc3ccsc3n12,40,.
Cc1cc2c(s1)c1cnn(CC(=O)N(C3CCCCC3)C3CCCCC3)c(=O)c1n2C,-19,.
CC(C)N(C(=O)Cn1nc(-c2cccs2)n(-c2ccncc2)c1=O)C(C)C,-16,.
CCOc1cc(-c2nc3cnccn3c2NCc2ccc3c(c2)OCO3)ccc1O,-48,.
Cc1nc2c(c(=O)[nH]1)CCN(C(=O)c1cc3nc(C4(C)CC4)cc(C(F)(F)F)n3n1)C2,17,.
Cn1c(=O)n(CC(=O)NC23CC4CC(CC(C4)C2)C3)c2cccnc21,3,.
Cc1cc(-c2cnc(C)nc2C2CCCN(C(=O)Nc3ccccc3F)C2)on1 (configuration not stated),-23,.
CC(C)C(=O)N1CCC(c2nc3sc4c(c3c(=O)[nH]2)CCCC4)CC1,-23,.
# Remaining list, next part:
SMILES,EP2 modulator,EP2 antag
CC[C@H](Cn1nc(-c2cccs2)ccc1=O)NC(=O)Cn1cnc2ccccc21,-7,.
CCn1c2cc(C)sc2c2cnn(CC(=O)Nc3ccc(F)cc3)c(=O)c21,-32,.
CC1CN(c2nc3c(c(=O)[nH]2)CCN(Cc2cnc4ccccc4c2)C3)CC(C)O1 (configuration not stated),-32,.
Cc1nn(C)cc1C(=O)N1CCC2(CC1)Nc1ccccc1-n1cccc12,-42,.
CCN(Cc1ccco1)C(=O)Cn1nc(C)n2c(cc3sc(C)cc32)c1=O,-20,.
COc1ccc(NC(=O)N2CCC(c3nc(-c4cccnc4)n[nH]3)CC2)cc1,-21,.
COc1ccc(-c2c(C)nn3c(N4CCOCC4)c(C)c(C)nc23)cc1,-8,.
COc1cccc(C(NC(=O)N2CCCC2)c2nccn2C)c1OC (configuration not stated),-40,.
Cc1cc(-c2cncnc2C2CCCN(C(=O)Cc3ccccc3F)C2)on1 (configuration not stated),-12,.
CC[C@H](Cn1nc(-c2ccc(OC)cc2)ccc1=O)NC(=O)c1ccccn1,-23,.
C=CCn1ncc2c3sc(C)cc3n(Cc3ccc(F)cc3)c2c1=O,43,.
O=C(CN1CCC(c2ccc(F)cc2)CC1)N1CCCC1,-24,.
Cn1c(N2CCCC(C(=O)NCc3ccc(F)cc3)C2)nc2ccccc21 (configuration not stated),-34,.
CC(C)NC(=O)C1CCN(c2nc3ccccc3n2C)CC1,-51,.
COc1ccc(-c2cc3nccc(C4CCCNC4)n3n2)cc1 (configuration not stated),-29,.
CCn1c2cc(C)sc2c2cnn(CC(=O)C(C)(C)C)c(=O)c21,-11,.
O=C(CN1CCC(O)(c2ccccn2)CC1)NCc1cccs1,-9,.
O=C(Cc1cccc(F)c1)N1C2CCC1CC(O)(c1ccco1)C2 (configuration not stated),6,.
CC[C@H](Cn1nnc2ccccc2c1=O)NC(=O)Cc1ccc(F)cc1,12,.
COc1cccc(CN2CCN(C(=O)CCn3nnc4ccccc43)[C@@H](C)C2)c1,-14,.
CCc1nn(CC(=O)N2CCC(C)CC2)c(=O)c2cc3sc(C)cc3n12,-28,.
CC(C)(C)C1=NN(CC(=O)NC2CC2)C(=O)c2cc3sccc3n2C1,-18,.
CN(C(=O)Cc1ccsc1)c1nc2c(s1)CCc1occc1-2,-1,.
CCc1nn(CC(=O)Nc2ccncc2)c(=O)c2cc3sccc3n12,-13,.
CN1[C@@H](C(=O)NC(C)(C)CO)C[C@@H](c2ccc(F)cc2)NS1(=O)=O,-14,.

# Shown tab-delimited: part of the list above.
smiles	EP2 modulator	EP2 antag
CCc1nn(CC(=O)Nc2ccncc2)c(=O)c2cc3sccc3n12	-13	.
O=C(CN1CCC(O)(c2ccccn2)CC1)NCc1cccs1	-9	.
CC(C)NC(=O)C1CCN(c2nc3ccccc3n2C)CC1	-51	.

# (more compounds)
SMILES,EP2 modulator,EP2 antag
CS(=O)(=O)N1CCN(c2nc3c(c(=O)[nH]2)CCCC3)CC1,-3,.
O=C1C2CCCN2S(=O)(=O)c2ccccc2N1Cc1cccnc1 (configuration not stated),4,.
Cn1ccnc1C1(O)CC2CCC(C1)N2C(=O)c1ccc(Cl)cc1 (configuration not stated),7,.
Cc1ncc(-c2ccncc2)c(C2CCCN(C(=O)N3CCOCC3)C2)n1 (configuration not stated),-31,.
COc1ccc(CC(=O)N2CCC(n3nc(-c4ccco4)ccc3=O)CC2)cc1,-10,.
CC(C)NC(=O)CN1N=C(c2ccc(F)cc2)Cn2c(cc3sccc32)C1=O,-20,.
CC1CCN(C(=O)Cn2nc3c4c5c(sc4ncn3c2=O)CC(C)CC5)CC1 (configuration not stated),-76,.
Cc1nc2ccc(NC(=O)CN3CCC(O)(c4ccccn4)CC3)cc2[nH]1,-16,.
O=C(CN1C(=O)C2C3CCC(C3)C2C1=O)N1CCn2c(nnc2C2CC2)C1 (configuration not stated),-3,.
Oc1ccccc1-c1nc2cnccn2c1NCc1ccc2c(c1)OCO2,-48,.
Cc1cc2c(cc3c(=O)n(CC(=O)OC4CCCCC4)nc(C)n32)s1,6,.
COc1ccccc1C1(NC(=O)c2n[nH]c3c2CCC3)CCCC1,9,.
O=C(CCn1c(=O)oc2ccccc21)N1CCCC1c1nc2ccccc2[nH]1 (configuration not stated),7,.
CCOCCCNC(=O)Cn1nc(C)n2c(cc3sccc32)c1=O,3,.
O=C(C1CCCO1)N1CCC(c2nc3sc4c(c3c(=O)[nH]2)CCCC4)CC1 (configuration not stated),-55,.
COc1cc(N)c(Cl)cc1C(=O)N1CCC(C(=O)c2nc3ccccc3s2)CC1,-106,.
CCc1nn(CC(=O)NC2CC2)c(=O)c2cc3sc(C)cc3n12,16,.
CN1[C@@H](C(=O)NCc2ccc(F)cc2)C[C@@H](c2ccco2)NS1(=O)=O,-11,.
Cc1cc2c(s1)c1cnn(CC(=O)NC3CCCCC3)c(=O)c1n2C,-1,.
COC(=O)c1cn(C[C@H]2CCCN(C(=O)OC(C)(C)C)C2)nn1,-5,.
O=C(Cc1n[nH]c(=O)c2ccccc12)N1CCC(c2[nH]ncc2-c2ccncc2)CC1,-10,.
CN(C)CCn1nc(-c2cccc(-n3cccc3)c2)oc1=O,-28,.
Cc1ccc(C(=O)N2C3CCC2CC(c2ccc(F)cc2)C3)c(=O)[nH]1 (configuration not stated),-17,.
CC(C)(C)C1=NN(CCC(N)=O)C(=O)c2cc3ccccc3n2C1,-15,.
CC[C@H](Cn1nc(-c2cccs2)ccc1=O)NC(=O)Cn1ncc2ccccc2c1=O,5,.

# 7 compounds drawn at random from those above, as already listed:
SMILES,EP2 modulator,EP2 antag
CC(C)NC(=O)CN1N=C(c2ccc(F)cc2)Cn2c(cc3sccc32)C1=O,-20,.
COC(=O)c1cn(C[C@H]2CCCN(C(=O)OC(C)(C)C)C2)nn1,-5,.
Cc1nc2ccc(NC(=O)CN3CCC(O)(c4ccccn4)CC3)cc2[nH]1,-16,.
CS(=O)(=O)N1CCN(c2nc3c(c(=O)[nH]2)CCCC3)CC1,-3,.
O=C(Cc1n[nH]c(=O)c2ccccc12)N1CCC(c2[nH]ncc2-c2ccncc2)CC1,-10,.
CCc1nn(CC(=O)NC2CC2)c(=O)c2cc3sc(C)cc3n12,16,.
O=C(CCn1c(=O)oc2ccccc21)N1CCCC1c1nc2ccccc2[nH]1 (configuration not stated),7,.

# Later entries:
SMILES,EP2 modulator,EP2 antag
CC(C)N(C(=O)Cn1nc2n(Cc3ccccc3)c3ccccc3n2c1=O)C(C)C,-6,.
Cc1ncc(-c2ccncc2)c(C2CCCN(C(=O)CC3OC(=O)c4ccccc43)C2)n1 (configuration not stated),-25,.
COc1ccc(C2(C(=O)N[C@H](Cn3nc(C4CC4)ccc3=O)C(C)C)CCCC2)cc1,-21,.
Cc1nn(CC(=O)N2CCOCC2)c(=O)c2cc3sccc3n12,3,.
CCOC(=O)CN1N=C(c2ccccc2)Cn2c(cc3ccccc32)C1=O,33,.
CC(C)[C@H]1CN(Cc2ccco2)CCN1C(=O)N1CCOCC1,26,.
CC[C@H](Cn1nnc2ccccc2c1=O)NC(=O)CCC1CCCC1,-34,.
O=C(c1ccc(-n2cnnn2)cc1)N1CCCC(c2ncncc2-c2ccncc2)C1 (configuration not stated),-29,.
CC(C(=O)N1CCC(c2c(S(C)(=O)=O)cnc3ncnn23)CC1)c1ccccc1 (configuration not stated),-14,.
Cc1cc(C)c2cc3c(nc2c1)OCC(=O)N(Cc1ccc2c(c1)OCO2)C3,-31,.
CCN(CC)C(=O)Cn1nc2c3c4c(sc3nc(C)n2c1=O)CC(C)CC4 (configuration not stated),-22,.
CCc1nn(CC(=O)NCc2ccccc2F)c(=O)c2cc3ccsc3n12,20,.
NC(=O)c1nc(-c2cccs2)nc2c1[nH]c(=O)n2C1CCCCC1,23,.
CC(C)CC(NC(=O)c1ccco1)c1nc2cccnc2n1C (configuration not stated),-6,.
CCn1c2cc(C)sc2c2cnn(CC(=O)NCc3ccco3)c(=O)c21,8,.
Cc1cc2ccccc2n2c(=O)n(CC(=O)N3CCOCC3)nc12,3,7
COc1cc2cc3c(N)c(C(=O)N4CCCC4)sc3nc2cc1OC,-32,13
O=[N+]([O-])c1cccc(/C=N/Nc2ccc3ccccc3n2)c1O,1,10
COC(=O)C[N+]1(Cc2ccco2)CCCCC1,3,3
Cc1ccsc1CN(CCCO)Cc1cccc(F)c1F,23,4
